Bioassay records from PubChem.
DT40 TDP1 CPT: qHTS for Inhibitors of human tyrosyl-DNA phosphodiesterase 1 (TDP1): qHTS in cells in presence of CPT. chicken DT40 Tdp1-/-;hTDP1 cells + 20 nM CPT, ATP luminescence, 48 h. Potency, µM (doses to about 46.2 µM), without a hit: at the top dose activity change, negative = growth inhibition, actives largely listed as inhibitors. 420,000 tested, 12% active. AID 686979, 2013; note: nearly all actives have a fitted effect of over 55% in size
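Cell growth measured by CellTiter-Glo luminescence after a minimum 48 h, 37 C compound exposure with 20 nM CPT in Tdp1-knockout DT40 cells stably expressing hTDP1, seeded 400/well; qHTS titration format.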
N370S GC: qHTS Assay for Inhibitors and Activators of N370S glucocerebrosidase as a Potential Chaperone Treatment of Gaucher Disease; N370S GC spleen homogenate, 4MU-glucoside fluorescence; Potency, µM (highest dose often 59.4 µM), inactives show top-dose activity change, negative = inhibition, actives largely listed as inhibitors; 330,000 tested, 0.092% active;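 note: 0% = full enzyme activity and -100% = no enzyme basal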
FEN1 inh: qHTS Assay for the Inhibitors of Human Flap endonuclease 1 (FEN1). P39748. Recombinant FEN1 flap cleavage, fluorescence, 15 min. Potency, µM (doses to about 114 µM), without a hit: at the top dose activity change, negative = inhibition, hits mostly inhibitors. 390,000 tested, 0.35% active; note: nearly all actives have a fitted effect of over 65% in size
Target sequence (P39748 whole entry, looked up): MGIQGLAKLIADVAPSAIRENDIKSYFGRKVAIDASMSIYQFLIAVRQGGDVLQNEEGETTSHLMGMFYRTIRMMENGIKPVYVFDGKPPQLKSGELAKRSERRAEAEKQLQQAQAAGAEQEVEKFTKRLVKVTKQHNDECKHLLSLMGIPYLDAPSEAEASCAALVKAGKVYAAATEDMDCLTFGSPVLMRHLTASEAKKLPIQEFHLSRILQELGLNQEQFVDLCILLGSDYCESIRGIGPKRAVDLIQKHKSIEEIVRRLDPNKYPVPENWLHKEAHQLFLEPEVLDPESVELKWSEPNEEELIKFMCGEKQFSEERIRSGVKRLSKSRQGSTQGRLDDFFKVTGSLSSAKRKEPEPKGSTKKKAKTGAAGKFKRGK
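Enzyme 10 nM, 15 min RT preincubation with compound; start with substrate 50 nM final; reads at 0 and 15 min; qHTS titration, four-parameter Hill fit.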
Numbers without * were called inactive; ? = inconclusive; / = no result given; & = joins results of further samples; [ ] = remark or other dose. Calls come from the whole dose curve; as a rule, active = well fitted curve in the direction sought with a large enough effect; inconclusive = small, poorly fitted or top-dose-only effect, or another doubt; inactive = no such curve, though single readings can be large; an effect the other way counts as inactive or inconclusive. Unless noted, % is set by controls: 0 for no effect and ±100 for the full control effect; potency is the fitted concentration of half-maximal effect. These rows are one share of the data, so the mix of outcomes need not match the whole.

Under each structure: DT40 TDP1 CPT | N370S GC | FEN1 inh
> CCNC(=S)NNC(=O)C(c1ccccc1)c1ccccc1
 : 1% | 11% | 2%
> COc1cc(/C=C(\C#N)C(N)=O)cc(CSc2nc3ccccc3s2)c1O
 : 15µM* | -2%&-16%&-17% | /
> NNc1ncnc2sc3c(c12)CCC3
 : 8.2µM* | 0% | -1%
> Cc1cc(C)nc(/N=C(\N)Nc2ccc(S(=O)(=O)Nc3nccc(C)n3)cc2)n1
 : -14% | -4% | ?
> CNC(=S)N/N=C/c1cc(Br)c(OCc2ccncc2)c(OC)c1
 : ? | -2% | 21%
> Cc1ccc(NC(=O)Cc2cn3ccsc3n2)nc1
 : 3% | 9% | 2%
> CC(C)C1(CCNC(=O)c2cccs2)CCOC(C)(C)C1 (stereo unspecified)
 : -22% | 4% | -1%
> CCOC(=O)CN1C(=O)C(O)(CC(=O)c2cc(OC)ccc2OC)c2ccccc21 (stereo unspecified)
 : ? | / | 1%
> CCOc1ccc(S(=O)(=O)c2cn(CC)c3ccc(F)cc3c2=O)cc1
 : -9% | / | -6%
> COc1ccccc1CCC(=O)Nc1cccc(S(=O)(=O)N2CCCCCC2)c1
 : ? | 0% | -14%
> Cc1cccc(OCC(=O)N2CCOCC2)c1
 : -19% | 3% | -6%
> Nc1c(C(=O)CSc2nncn2-c2ccccc2)c(=O)[nH]c(=O)n1C1CC1
 : 1% | / | 2%
> COc1ccccc1C(=O)NCC(=O)OCC(=O)NNC(=O)c1ccc(Br)cc1
 : 4% | / | 6%
> CN1CCN(c2nc3ccccc3nc2C(C#N)S(=O)(=O)c2ccccc2)CC1 (stereo unspecified)
 : 1% | -15% | 3%
> CCOC(=O)Cc1csc(NC(=O)Nc2ccc(F)cc2)n1
 : ? | 3% | 8%
> CC1(C)CC2CC(C)(CN2C(=O)c2cccs2)C1 (stereo unspecified)
 : ? | ? | 2%
> COc1ccc(Cn2c(O)c(C=Nc3ccccc3C(=O)O)c3ccccc3c2=O)cc1
 : 15µM* | -7% | ?
> O=CNc1ccccc1Oc1ccccc1
 : -7% | -2% | 0%
> COc1ccc(NC(=O)/C(=C/c2cccnc2)NC(=O)c2cccs2)cc1
 : 4% | 4% | -9%
> NS(=O)(=O)c1ccc(CNC(=S)NCc2ccc(F)cc2)cc1
 : 10% | 2% | -9%
> Cc1ccc(S(=O)(=O)N(CC(=O)Nc2cccc(N(C)S(C)(=O)=O)c2)c2ccc(Cl)c(Cl)c2)cc1
 : 21µM* | 4% | -7%
> O=C(CSc1ncnc2sc3c(c12)CCCC3)c1ccco1
 : ? | 5%[2.35 µM] | -11%
> COc1ccc(S(=O)(=O)N(Cc2ccccc2)Cc2nc(-c3ccccc3)no2)cc1
 : 15µM* | 11% | 2%
> CCC(=O)NC(=S)Nc1ccc(S(=O)(=O)NC(C)C)cc1
 : -18% | 2% | -6%
> CN(C(=O)CCN1C(=O)c2ccccc2C1=O)C1CCCCC1
 : 0% | 4% | -2%
> COc1ccc(/C=C/C(=O)NC(=S)NCCc2ccc(OC)c(OC)c2)cc1
 : ? | 8% | 2%
> COC(=O)[C@@H]1Cc2c([nH]c3ccccc23)C(C)(C)N1C(=O)CCl
 : 18µM* | -7% | 16%
> O=C(NCc1ccccc1OC(F)(F)F)C1CCC(=O)N(C2CC2)C1 (stereo unspecified)
 : 8% | -10% | 11%
> Cc1ccc(Oc2nc3c(c(=O)n(Cc4ccccc4Cl)c(=O)n3C)n2C)cc1C
 : ? | / | 1%
> CCCOc1ccc(NC(=O)CNC(=O)c2cc(OC)cc(OC)c2)cc1OCCC
 : 4% | -3% | -22%
> CCC(=O)Nc1nnc(-c2ccc(OC)cc2)o1
 : -15% | -2% | -7%
> COCC(C)NC(=O)CCc1nnc(C2(c3ccc(Cl)cc3)CCC2)o1 (stereo unspecified)
 : -13% | 0% | 5%
> Cc1ccc(C)c(NC(=O)c2ccc(CN3CC(=O)N4CCCCC4C3=O)cc2)c1 (stereo unspecified)
 : 16µM* | / | -5%
> CC(C)(C)OC(=O)N[C@@H](Cc1ccccc1)C(=O)NCC1CCC(C(=O)N[C@@H](CCC(N)=O)C(=O)O)CC1 (stereo partly specified)
 : ? | -15% | -2%
> CCSc1ccccc1C(=O)Nc1ccc(-c2nc3ccccc3s2)c(O)c1
 : 9.2µM* | / | 14%
> CC(C)NCC(=O)C12CC3CC(CC(C3)C1)C2
 : -4% | -4% | -5%
> Cc1ccc(NC(=O)Nc2cccc([N+](=O)[O-])c2)cc1F
 : ? | 11% | 0%
> COc1ccc(OC)c(S(=O)(=O)N2CCCC2C(=O)NC(C)c2ccccc2)c1 (stereo unspecified)
 : -18% | 3% | 19%
> Cc1ccc(C(=O)OCC(=O)N2CCCCCC2)cc1S(=O)(=O)N1CCOCC1
 : -6% | / | 4%
> Cn1ncc(Br)c1C(=O)NC12CC3CC(CC(C3)C1)C2
 : -19% | 4% | 11%
> Cc1ccc(C(=O)Nn2cnc3scc(-c4cccs4)c3c2=O)c(O)c1
 : -13% | 12% | -3%
> COc1cc(NC(=O)CCc2c(C)nc3c4c(C)cc(C)nc4nn3c2C)cc(OC)c1
 : ? | / | 5%
> COc1ccc(OC)c(NC(=O)c2cc(-c3ccc(C)cc3O)n[nH]2)c1
 : -28% | -14% | -2%
> Cc1cc([N+](=O)[O-])ccc1NC(=O)Cc1ccc(F)cc1
 : 6% | -2% | -2%
> CCCNc1nc2c(c(=O)n(C)c(=O)n2C)n1CCCc1ccccc1
 : 13µM* | -7% | -1%
> CC1CC(C)CN(C(=O)COC(=O)C2CCN(S(=O)(=O)c3ccc4c(c3)OCCO4)CC2)C1 (stereo unspecified)
 : -3% | -4% | 0%
> COc1ccccc1NC(=O)C1=C(C)NC2=C(C(=O)CCC2)C1c1ccc(C)o1 (stereo unspecified)
 : -10% | 1% | 3%
> COc1ccc(/C=C2\SC(=S)N(CCCCCC(=O)Nc3cc(C)on3)C2=O)cc1OC
 : -18% | -3% | 1%
> CCCS(=O)(=O)N1CCC(C(=O)N2CCC(Cc3ccccc3)CC2)CC1
 : 18µM* | / | -3%
> O=C(Nc1cc(F)ccc1F)c1cnn2c1NC(=C1CC1)C=C2C(F)F
 : ? | / | 0%
> CCc1ccc(NC(=O)Nc2ccon2)cc1
 : ? | -8% | -13%
> COc1ccc(N2CC(C(=O)Nc3ccc(NC(C)=O)cc3)CC2=O)cc1 (stereo unspecified)
 : 3% | / | -2%
> CCOc1ccccc1NC(=S)N1CCCCCC1
 : ? | 2% | 0%
> O=C(CCc1ccccc1)NNC(=S)NCCc1ccccc1
 : ? | -5% | 14%
> COCCNC(=O)C(c1ccncc1)N(Cc1ccccc1)C(=O)Cn1nnc2ccccc21 (stereo unspecified)
 : 2% | -18% | 2%
> Cc1cccc(OCC(=O)NNC(=O)CCN2CCN(c3ccccc3)CC2)c1C
 : -17% | / | -2%
> Cc1cccc(/C(N)=N/OC(=O)c2ccncc2)c1
 : 0% | -4% | 9%
> CC(C)C(CCNCc1ccccn1)c1ccc(Cl)cc1 (stereo unspecified)
 : ? | -8% | 5%
> CC(=O)Nc1ccc(NC(=O)c2cc([N+](=O)[O-])cc([N+](=O)[O-])c2)cc1
 : ? | -12% | -17%
> COc1ccc(CC(=O)O/N=C(\N)c2ccncc2)cc1
 : 1% | 7% | -2%

Other structures follow:
Under each structure: DT40 TDP1 CPT | N370S GC | FEN1 inh
> Nc1ncnc2c1ncn2[C@@H]1O[C@H](CNCc2ccc(OCc3ccccc3)cc2)[C@@H](O)[C@H]1O
 : 18µM* | / | -21%
> COc1ccc(NC(=O)Cn2cc(C#N)c3ccccc32)cc1
 : 0% | 3% | -1%
> N#CC1=C(N)NC(SCc2ccc(F)cc2)=C(C#N)C12CCCCC2
 : 23µM* | -3% | -17%
> O=C(Cn1ncc2c([nH]c3ccccc32)c1=O)NCCCN1CCN(c2ccc(F)cc2)CC1
 : ? | / | -2%
> Cc1ccc(Cc2nc3ccccc3nc2SCC(=O)NCc2ccccc2Cl)cc1
 : ? | / | 12%
> Cc1ccc(-n2c(O)c(C=NC3CCS(=O)(=O)C3)c3ccccc3c2=O)cc1 (stereo unspecified)
 : ? | -16% | -9%
> O=C(Nc1cccc(-c2cscn2)c1)C1CCN(Cc2ccsc2)CC1
 : ? | -17% | 13%
> O=C(C1CCCN(S(=O)(=O)c2cccs2)C1)N1CCN(c2cccc(Cl)c2)CC1 (stereo unspecified)
 : 21µM* | / | -4%
> Cc1cccc(OCC(=O)N/N=C/c2ccc(N(C)C)cc2)c1
 : -1% | 0% | -14%
> CN1C(=O)c2ccccc2N(C)C1c1ccc2c(c1)OCO2 (stereo unspecified)
 : -16% | 20% | 7%
> COc1ccc(-c2c(C)oc3ccc(C)cc23)cc1
 : -29% | -6% | 2%
> CC(Oc1ccccc1)C(=O)NNS(=O)(=O)c1ccc([N+](=O)[O-])cc1 (stereo unspecified)
 : 13% | -12% | -1%
> O=[N+]([O-])/C=C/c1ccc2c(ccn2Cc2ccccc2)c1
 : 3.3µM* | -5% | -11%
> O=C(Cc1ccccc1F)Nc1ccc(S(=O)(=O)Nc2ncccn2)cc1
 : 3% | -6% | -8%
> CC(C)CC(OC(=O)c1ccco1)C(=O)NCC1CCCO1 (stereo unspecified)
 : ? | -6% | -1%
> N#CCN(N=Nc1ccccc1)c1ccccc1
 : -26% | -28% | 7%
> CC(=O)N1[C@H](Cc2ccccc2)C=C[C@]1(C)C(=O)NCc1ccccn1
 : 2% | 5%&-6% | 3%
> Cc1ccc(/C=N/NC(=O)c2ccncc2)o1
 : 4% | 12% | 5%
> CCOc1ccccc1CN(CCc1ccc2c(c1)OCO2)Cc1ccccn1
 : ? | -2% | -21%
> O=C(C[n+]1cccc(CNC(=O)c2ccc(OC(F)F)cc2)c1)Nc1ccc(SC(F)F)cc1
 : ? | -17% | 2%
> CC(=O)NCCNC(=O)c1ccc(NC2=NC3CS(=O)(=O)CC3S2)cc1 (stereo unspecified)
 : 0% | -7% | 2%
> CC1=C(C(=O)Nc2ccc([N+](=O)[O-])cc2)C(c2cccc(C(F)(F)F)c2)NC(=S)N1c1ccccc1 (stereo unspecified)
 : 13µM* | -1% | -17%
> COc1cc(NS(=O)(=O)c2ccc(NC(=O)C(C)Oc3ccc(Cl)cc3Cl)cc2)nc(OC)n1 (stereo unspecified)
 : -13% | / | -18%
> c1cc(-c2noc(CC3CCCCC3)n2)ccn1
 : -29% | 8% | -13%
> COCCCNC(=O)c1cccc(OC)c1OC
 : -7% | 26% | 0%
> O=C(CCCCCn1c(=O)[nH]c2ccccc2c1=O)NCc1cccc(Cl)c1
 : -19% | / | -5%
> Cc1ccc(NC(=O)CCS(=O)(=O)c2cccc3nonc23)c(C)c1
 : -11% | / | 15%
> COc1ccc(-c2cn3c(C)c(C(=O)NCCN4CCOCC4)sc3n2)cc1
 : -8% | -10% | -12%
> Cn1nc(-c2ccccc2)c(C(=O)Nc2ccc(C(F)(F)F)cc2)c1Cl
 : 2% | 5% | -5%
> CCOc1ccc(C(c2c(O)cc(C)n(CCOC)c2=O)N2CCN(c3ccc(F)cc3)CC2)cc1 (stereo unspecified)
 : -21% | / | 10%

As entered above.
DT40 TDP1 CPT, CN1C(=O)c2ccccc2N(C)C1c1ccc2c(c1)OCO2 (stereo unspecified) is entered as -16%
DT40 TDP1 CPT, Cc1ccc(/C=N/NC(=O)c2ccncc2)o1 is entered as 4%
FEN1 inh, CC(=O)NCCNC(=O)c1ccc(NC2=NC3CS(=O)(=O)CC3S2)cc1 (stereo unspecified) is entered as 2%

Following part
Under each structure: DT40 TDP1 CPT | N370S GC | FEN1 inh
> O=C(OCC(=O)N1CCN(c2ccccc2)CC1)c1ccccc1[N+](=O)[O-]
 : -24% | 2% | -3%
> CCCCCn1c(=O)[nH]c2cc(C(=O)N3CCN(C(=O)OCC)CC3)ccc2c1=O
 : ? | ? | 11%
> O=C(O)c1ccc(C2SCC(=O)N2Cc2ccccc2)cc1 (stereo unspecified)
 : 5% | 1% | 7%
> Cc1cc(=O)[nH]c2nnc(SCc3ccc(Cl)cc3)n12
 : -26% | / | 11%

Rewritten field by field: four of the compounds above.
> Cc1ccc(-n2c(O)c(C=NC3CCS(=O)(=O)C3)c3ccccc3c2=O)cc1 (stereo unspecified)
- DT40 TDP1 CPT = ?
- N370S GC = -16%
- FEN1 inh = -9%
> Cc1ccc(C(=O)OCC(=O)N2CCCCCC2)cc1S(=O)(=O)N1CCOCC1
- DT40 TDP1 CPT = -6%
- N370S GC = /
- FEN1 inh = 4%
> NNc1ncnc2sc3c(c12)CCC3
- DT40 TDP1 CPT = 8.2µM*
- N370S GC = 0%
- FEN1 inh = -1%
> CC(=O)N1[C@H](Cc2ccccc2)C=C[C@]1(C)C(=O)NCc1ccccn1
- DT40 TDP1 CPT = 2%
- N370S GC = 5%&-6%
- FEN1 inh = 3%
